RXFP1 agonist: RXFP1 (human) receptor agonism. HEK293T-RXFP1 cAMP TR-FRET, 30 min; response scale: percent of porcine relaxin response, buffer zero. Potency, µM (titrated, usually from 57.5 µM), inactives show at the highest dose activation, hits mostly activators. actives 0.3% (n = 370,000); active means well fitted activation curve with a large enough effect; further: potency means the concentration at half of the fitted maximal effect; on the % scale 0 is the no-effect control and ±100 the full control effect; nearly all actives have a fitted effect of over 60% in size; many of its hits are not listed in these tables
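HEK293T cells stably expressing RXFP1 were pretreated with the PDE4 inhibitor Ro 20174, exposed to compounds for 30 min at 37C, lysed, and cAMP was read by TR-FRET. Data normalized to buffer (basal) and 29 nM porcine relaxin (100%).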
D1 antag: human D1 dopamine receptor antagonism. HEK293 TREx D1 cells, calcium flux, dopamine EC80; hits give low values. actives 3.2% (n = 360,000). activity change, negative = inhibition, % at 10 µM. AID 504652; in the data active means activity change below about -30%; further: on the % scale 0 is the no-effect control and ±100 the full control effect
Target sequence (P21728 whole entry, looked up): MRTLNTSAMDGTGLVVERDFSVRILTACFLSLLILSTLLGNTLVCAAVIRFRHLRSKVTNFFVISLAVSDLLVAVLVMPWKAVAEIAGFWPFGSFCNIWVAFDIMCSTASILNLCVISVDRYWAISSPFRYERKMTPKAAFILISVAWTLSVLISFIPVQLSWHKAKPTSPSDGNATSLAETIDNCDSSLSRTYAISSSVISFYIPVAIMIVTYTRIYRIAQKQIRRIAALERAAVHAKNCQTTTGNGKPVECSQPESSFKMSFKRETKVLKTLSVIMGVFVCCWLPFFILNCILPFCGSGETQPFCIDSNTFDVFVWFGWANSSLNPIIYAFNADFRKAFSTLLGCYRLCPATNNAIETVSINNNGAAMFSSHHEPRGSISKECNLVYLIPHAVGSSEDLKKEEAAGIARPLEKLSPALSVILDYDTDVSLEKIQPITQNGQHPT
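Cells carrying a force-coupled, tetracycline-inducible human D1 receptor report calcium flux. Each well gets a 10 s baseline, compound with 180 s monitoring, then an EC80 dopamine stimulus with a second 180 s kinetic read.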
D1 agonist: agonists of human D1 dopamine receptor; P21728; HEK293 T-REx D1 cells, calcium flux, agonist mode; activation, % at 2 µM; actives 1% (n = 360,000); in the data active means activation above about 30%; further: 0% is about no effect
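Agonism was scored from calcium flux recorded over 180 s (1 read/s) after pintool compound addition, following a 10-cycle baseline. Cells were inducible force-coupled HEK293 TREx D1, plated overnight at 30 C and loaded with no-wash calcium dye.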
RXFP1 antagonist: RXFP1 (human) relaxin receptor antagonism. Q9HBX9. HEK293-RXFP1, relaxin-stimulated cAMP HTRF, 30 min; hits give low values. activity change, negative = inhibition, % at 57.5 µM. actives 0.59% (n = 350,000). AID 1259400;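 active means activity change of -60% or lower, but not beyond a set lower limit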; further: on the % scale 0 is the no-effect control and ±100 the full control effect
TRHR PAM: TRH receptor (human) allosteric enhancement | P34981 | TRHR cells, fluo-8 calcium fluorescence, EC20 TRH enhancement | enhancement, % at 2 µM | actives 0.66% (n = 360,000) | AID 493056; in the data active means enhancement above about 30%; further: 0% is about no effect
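TRHR-expressing cells loaded with fluo-8 calcium dye were read kinetically (ex 480/em 530) during compound addition, then stimulated with an EC20 of TRH (10 nM final). Enhancement of the Gq-mediated intracellular calcium response was scored.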
D2 PAM: D2 dopamine receptor (human) potentiation; P14416; HEK293 T-REx D2, calcium flux, EC20 dopamine potentiation; potentiation, % at 10 µM; actives 0.34% (n = 340,000); AID 485347;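 active means potentiation over 3 SD above the plate norm, cut at about 30% in these data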; further: 0% is about no effect
Target sequence (P14416 whole entry, looked up): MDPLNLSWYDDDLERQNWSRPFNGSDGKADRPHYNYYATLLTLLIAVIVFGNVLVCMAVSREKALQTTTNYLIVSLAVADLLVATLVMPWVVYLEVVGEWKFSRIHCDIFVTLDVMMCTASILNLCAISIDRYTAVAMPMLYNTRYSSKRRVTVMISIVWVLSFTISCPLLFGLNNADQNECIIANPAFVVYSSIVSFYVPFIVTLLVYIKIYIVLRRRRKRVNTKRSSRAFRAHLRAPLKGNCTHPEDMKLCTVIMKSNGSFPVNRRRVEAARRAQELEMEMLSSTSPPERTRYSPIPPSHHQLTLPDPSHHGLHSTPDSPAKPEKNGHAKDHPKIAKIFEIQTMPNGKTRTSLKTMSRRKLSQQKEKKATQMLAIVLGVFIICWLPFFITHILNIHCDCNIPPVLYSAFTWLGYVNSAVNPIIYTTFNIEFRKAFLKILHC
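Calcium flux readout, no-wash dye, 1 read/s. Inducible HEK293 Trex D2 line, overnight 30 C. Compound alone 180 s (agonist flags), then EC20 dopamine, another 180 s to score potentiation.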
D1 PAM: human D1 dopamine receptor positive modulation | HEK293 TREx D1 cells, calcium flux, dopamine EC20 potentiation | potentiation, % at 10 µM | actives 0.036% (n = 360,000) | AID 504651; in the data active means potentiation above about 30%; further: 0% is about no effect
D2 agonist: agonists of human D2 dopamine receptor | HEK293 T-REx D2 cells, calcium flux agonist mode | activation, % at 2 µM | actives 0.53% (n = 340,000) | P14416;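 active means activation over 3 SD above normal in the single-dose calcium agonist read, cut at about 30% in these data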; further: 0% is about no effect
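Agonism is scored from calcium flux in a force-coupled, inducible HEK293 cell line expressing D2, read kinetically for 180 s after compound addition against dopamine controls.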
D2 antagonist: D2 dopamine receptor (human) antagonism | HEK293 TREx D2 cells, calcium flux, dopamine EC80 | AID 485344 | inhibition, % at 10 µM | actives 2% (n = 340,000); in the data active means inhibition above about 30%; further: 0% is about no effect
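Tetracycline-induced HEK293 T-REx cells expressing D2 force-coupled to calcium signalling were dye-loaded, exposed to compound for 180 s, then challenged with an EC80 of dopamine; calcium flux was followed kinetically for a further 180 s.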
Active calls of the source: *; x = not tested or not shown; & = joins results of further samples. This is a subset; count on the stated rates, not on these rows.

No. | smiles | RXFP1 agonist | D1 antag | D1 agonist | RXFP1 antagonist | TRHR PAM | D2 PAM | D1 PAM | D2 agonist | D2 antagonist
1 | COc1ccc(N(CC(=O)Nc2cccnc2)S(C)(=O)=O)cc1 | -1.4% | 7.2 | 2.7 | -11.5 | -4.5 | 0.5 | -3.7 | -0.5 | 4.6
2 | CCOC(=O)CSC1=N/C(=C\c2ccc(OC)c(OC)c2)C(=O)N1C | 1.6% | -1.5 | 0.6 | 20.4 | 3.5 | -6.6 | -0.3 | 0.2 | 9.1
3 | O=C(CN1CCN(S(=O)(=O)c2ccc(Cl)cc2)CC1)NC1CC1 | -1.1% | 16.1 | -0.3 | -4.6 | 3.6 | 2.2 | 0.9 | 16.4 | -7.1
4 | Cc1sc2nc(SCC(=O)NCCO)n(C)c(=O)c2c1C | 3.6% | x | -0.7 | -4.4 | -16.4 | -6.7 | -0.9 | -0.1 | 10.5
5 | CCC(CO)Oc1cc(NC(=O)c2ccc(C)cc2)c2ncn(C(C)C)c2c1 (stereo not drawn) | 0.7% | 4.4 | 0.3 | x | -3.3 | -7.3 | -6.1 | -0.6 | 3.5
6 | CCN1CCN(c2ncc(C(=O)Nc3cc(Cl)c(OC)cc3OC)c3ccccc23)CC1 | 1.3% | -3.2 | 3.1 | 7.3 | -3.4 | -7.0 | -4.1 | 1.2 | 0.0
7 | COc1ccc(CCC(=O)N2CCCSC2=Nc2ccc(C(C)=O)cc2)cc1 | 0.2% | -2.9 | 7.4 | x | -3.6 | 6.2 | -8.8 | -0.5 | -9.9
8 | COc1ccc(N2CCN(C(=O)CN3C(=O)COc4ccc(S(=O)(=O)N5CCC(C)CC5)cc43)CC2)cc1 | -0.8% | 10.3 | -1.0 | x | 3.4 | -23.2 | 6.7 | -0.1 | x
9 | O=C(NCCN1CCOCC1)c1c[nH]c2ccc(S(=O)(=O)N3CCOCC3)cc2c1=O | 4.9% | 0.9 | 0.3 | -8.5 | 1.9 | -4.4 | -0.1 | -0.5 | -3.8
10 | CC(Sc1nc2ccccc2s1)C(=O)NCc1ccc2c(c1)OCO2 (stereo not drawn) | 1.4% | -8.3 | 4.8 | -9.3 | -3.6 | -7.7 | -3.3 | -0.2 | -7.0
11 | O=C(O)CCCC(=O)Nc1nc2n(n1)C(c1ccc(F)cc1)CC(c1ccc(Cl)cc1)N2 (stereo not drawn) | -0.3% | 2.2 | 1.6 | -13.2 | 24.9 | -8.1 | 8.2 | -0.8 | 32.3*
12 | COCCn1c(-c2ccc(OC)cc2)cnc1SCC(=O)Nc1ccc(OC)cc1OC | -1.3% | -4.6 | 6.9 | -21.5 | -1.9 | 7.2 | -1.2 | -1.6 | -1.8
13 | c1ccc2c(c1)OCC(c1nnc3sc(-c4cnccn4)nn13)O2 (stereo not drawn) | -0.5% | -6.9 | 1.0 | 1.2 | 1.0 | -1.5 | -3.0 | 0.1 | -14.8
14 | O=C(C1CCC1)N1CCN(S(=O)(=O)c2ccccc2)CC1 | -0.8% | 7.1 | 1.8 | -6.4 | -4.6 | 3.1 | 2.8 | 0.7 | 23.9
15 | OC(COC(c1ccccc1)c1ccccc1)CN1CCCCC1 (stereo not drawn) | 0.1% | -8.3 | -1.3 | 5.0 | -1.8 | -1.9 | -2.8 | 0.7 | -3.0
16 | COc1cc(Cn2c(=O)oc3ccc(C)cc32)ccc1OC(C)C | 1.0% | -33.2* | 10.9 | -2.0 | -9.1 | -3.0 | -11.7 | 0.7 | 11.1
17 | COc1ccccc1C(=O)OCc1nc(N)nc(Nc2ccccc2C)n1 | 0.4% | -1.8 | 3.7 | 3.9 | 0.6 | 2.4 | 0.8 | 1.8 | -13.7
18 | CCCN(C(=O)c1ccc(OCC(C)C)cc1)c1c(N)n(Cc2ccccc2)c(=O)[nH]c1=O | 0.1% | 6.8 | 1.6 | -12.8 | -2.6 | -23.6 | -0.7 | 0.7 | -23.9
19 | O=C1Nc2ccccc2S/C1=C/Nc1cccc(Cl)c1 | 0.9% | -14.4 | 4.8 | -18.7 | 1.3 | -10.8 | -3.0 | 0.8 | -6.6
20 | CCOC(=O)N1CCN(C(=O)Cc2c(C(=O)O)n(C)c3ccccc23)CC1 | -0.1% | 3.3 | 1.3 | -13.4 | 3.6 | x | -0.5 | x | x
21 | COc1cc(-c2csc(NC3CCCCC3)n2)cc(OC)c1OC | 2.0% | 17.5 | 4.1 | -11.8 | -6.5 | -5.4 | 2.1 | -1.7 | -12.2
22 | CCCCN(CCCNC(=O)Cn1nc(CC)n2c(cc3sc(C)cc32)c1=O)Cc1ccccc1 | 6.3% | 5.7 | -0.4 | -14.7 | 3.4 | -20.6 | -2.7 | -0.6 | -17.5
23 | CCOc1ccc(S(=O)(=O)N2CCOCC2)cc1NC(=O)CN1C(=O)NC(C)(c2ccc(C)cc2)C1=O (stereo not drawn) | -0.4% | -16.1 | 2.7 | -13.6 | -7.8 | -8.5 | -3.5 | 0.6 | -1.3
24 | CC(C)[C@H]1CN(C)CCN1Cc1cn(C)nc1-c1cccc(Cl)c1 | -0.6% | 6.7 | 4.6 | -5.7 | -3.7 | -12.3 | -4.0 | 1.9 | 12.6
25 | Cc1cc(C(F)(F)F)nn1CC(=O)NNC(=S)Nc1cccc(Cl)c1 | 0.4% | -1.4 | 1.1 | 4.6 | 0.0 | 15.2 | -3.1 | -1.7 | 10.8
26 | Cc1cc(Cl)ccc1OCCCC(=O)Nc1ccc(S(=O)(=O)Nc2ncccn2)cc1 | 3.1% | 1.7 | -2.1 | -16.6 | 6.4 | 0.8 | 10.2 | -0.7 | 20.4
27 | CCOc1ccc(OCC)c(NS(=O)(=O)c2ccc3c(c2)CCN3C(=O)C2CCC2)c1 | 3.3%&-2.3% | 4.7&3.0 | -0.2&4.0 | 6.4 | 2.0&3.0 | 6.3&16.1 | 2.1&-9.8 | 0.4&-1.3 | -6.1
28 | N#CC1(NC(=O)CSc2nc3ccc([N+](=O)[O-])cc3s2)CCCCC1 | 2.6% | -16.0 | 5.3 | -16.5 | 0.8 | 9.6 | -4.5 | 0.2 | -5.8
29 | O=C1CC(N2CCSCC2)C(=O)N1c1ccccc1 (stereo not drawn) | -0.5% | -1.3 | 3.6 | -0.5 | 17.6 | x | 2.2 | x | x
30 | O=C(Cn1cnc2c(oc3ccccc32)c1=O)N1CCCc2ccccc21 | 0.1% | -0.4 | -0.1 | 10.4 | 7.4 | 2.6 | 4.0 | 0.7 | -3.6
31 | Cc1ccc(NC(=O)Cn2c(=O)n(Cc3nc(-c4ccccc4)no3)c(=O)c3cc4c(cc32)OCO4)c(C)c1 | 3.5% | -2.2 | 0.4 | 2.3 | 3.7 | -3.7 | -1.6 | 0.2 | x
32 | O=C1C(Cc2ccccc2)Nc2ncnc(N3CCOCC3)c2N1Cc1ccc(Cl)cc1 (stereo not drawn) | 0.5% | -21.1 | 3.5 | x | 11.1 | 6.6 | -0.1 | -0.4 | 6.6
33 | CCC(=O)OCCNc1cc(Sc2nccn2C)c2nonc2c1[N+](=O)[O-] | 5.6% | -8.4 | -1.3 | -90.1* | -0.8 | 7.6 | -4.5 | 1.1 | 6.9
34 | CC(NC(=O)c1ccccc1F)c1nnc(SCC(=O)Nc2nnc(C3CC3)s2)n1C (stereo not drawn) | -0.2% | 10.5 | 0.1 | 8.5 | 24.1 | 15.8 | -3.4 | 0.3 | -7.7
35 | CCOc1ccc(NC(=O)CSc2nnc(Cc3cccn3C)n2-c2ccc(OC)cc2)cc1 | -0.1% | 1.5 | -3.1 | 3.8 | -0.7 | -1.1 | 0.0 | -1.2 | 17.9
36 | COc1ccc(OC)c(NC(=O)CCCCCn2nnc3ccccc3c2=O)c1 | 5.7% | 2.6 | 1.5 | 13.1 | 10.0 | 16.7 | 7.1 | -0.1 | 13.0
37 | O=C(Nc1ccc(/C=C/c2nc3ccccc3o2)cc1)c1cccc(C(F)(F)F)c1 | -0.5% | -2.9 | 2.0 | 6.4 | -2.3 | 2.7 | -0.4 | 1.3 | -4.2
38 | COc1ccc(CNC(=O)CCCc2nnc3n(CCC(C)C)c(=O)c4sccc4n23)cc1 | 4.0% | 4.2 | 6.1 | -2.3 | 8.0 | 5.1 | -2.6 | -0.1 | x
39 | CCOP(=O)(OCC)C(C)(C)NC(=O)Nc1ccc(Cl)c(Cl)c1 | -2.2% | -9.1 | 1.9 | -1.0 | 13.6 | -5.6 | -9.2 | -1.1 | -8.5
40 | O=C(CSc1nncn1-c1ccccc1)NC1CCCCC1 | 1.1% | 0.9 | 3.6 | -2.1 | 2.4 | 1.6 | -1.4 | 1.2 | 9.2

Compound profiles, from the list above. Order of values: RXFP1 agonist	D1 antag	D1 agonist	RXFP1 antagonist	TRHR PAM	D2 PAM	D1 PAM	D2 agonist	D2 antagonist
Listed for O=C(Cn1cnc2c(oc3ccccc32)c1=O)N1CCCc2ccccc21 → 0.1%	-0.4	-0.1	10.4	7.4	2.6	4.0	0.7	-3.6
Listed for N#CC1(NC(=O)CSc2nc3ccc([N+](=O)[O-])cc3s2)CCCCC1 → 2.6%	-16.0	5.3	-16.5	0.8	9.6	-4.5	0.2	-5.8
Listed for COc1ccc(OC)c(NC(=O)CCCCCn2nnc3ccccc3c2=O)c1 → 5.7%	2.6	1.5	13.1	10.0	16.7	7.1	-0.1	13.0
Listed for CCC(=O)OCCNc1cc(Sc2nccn2C)c2nonc2c1[N+](=O)[O-] → 5.6%	-8.4	-1.3	-90.1*	-0.8	7.6	-4.5	1.1	6.9

Next part.
No. | smiles | RXFP1 agonist | D1 antag | D1 agonist | RXFP1 antagonist | TRHR PAM | D2 PAM | D1 PAM | D2 agonist | D2 antagonist
41 | OC(c1cccs1)c1nccc2ccccc12 (stereo not drawn) | 3.9% | 8.9 | 0.6 | 3.3 | -4.0 | 2.9 | 4.0 | -0.8 | -1.3
42 | Cc1ccc(C(=O)N2CCN(Cc3ccc4c(c3)OCO4)CC2)cc1C | -0.4% | -19.7 | -1.5 | 1.0 | 6.4 | -21.3 | -6.9 | -0.9 | -2.5
43 | O=C(Nc1cc(S(=O)(=O)N2CCCCC2)ccc1N1CCOCC1)c1cc(=O)[nH]c2ccccc12 | 12.2% | -2.1 | 1.4 | 3.2 | -2.0 | x | -0.1 | x | x
44 | CC(C)(C)C(=O)NCCN1CCN(C(=O)C(C)(C)C)CC1 | 1.8% | -8.1 | 1.3 | -10.7 | -2.1 | -6.3 | -0.5 | -1.0 | -17.6
45 | COc1cc(OC)cc(C(=O)N[C@H](C(=O)OCC(N)=O)C(C)C)c1 | 1.5% | -0.5 | -0.3 | -5.4 | 11.2 | 9.6 | -0.8 | -0.5 | 3.9
46 | Cc1ccc2sc(N(CCCN(C)C)C(=O)CCS(=O)(=O)c3ccccc3)nc2c1C | -1.0% | -16.6 | 64.1* | -8.9 | -2.2 | x | -6.9 | x | x
47 | Cc1ccccc1OCCCn1c(CCNC(=O)C2CCCCC2)nc2ccccc21 | -0.3% | -12.9 | 10.6 | -16.4 | -8.9 | -22.4 | -3.1 | 1.7 | x
